CASP6 VEID inh – blocks human caspase-6 cleavage activity | purified caspase-6, Z-VEID-R110 cleavage fluorescence | inhibition, % at 12.5 µM | P55212 | 350,000 compounds, 0.53% hits;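 active = mean inhibition across replicates at least about 35%, with every replicate also reaching that limit, limit read from the data; inconclusive = only one of the two criteria met; inactive = neither criterion met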;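 note: 0% = median of neutral control wells and 100% = no fluorescence left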
Target sequence (P55212 24-179 limits assumed): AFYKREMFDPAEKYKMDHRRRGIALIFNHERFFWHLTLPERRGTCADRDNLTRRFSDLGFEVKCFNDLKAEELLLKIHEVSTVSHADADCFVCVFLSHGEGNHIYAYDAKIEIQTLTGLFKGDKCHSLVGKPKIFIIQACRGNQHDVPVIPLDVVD
Target sequence (P55212 194-293 limits assumed): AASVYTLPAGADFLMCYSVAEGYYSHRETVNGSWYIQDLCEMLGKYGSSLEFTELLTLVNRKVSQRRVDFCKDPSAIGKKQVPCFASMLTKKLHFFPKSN
ERp5 block – inhibitors of human ERp5; AID 651711; ERp5 insulin aggregation, absorbance 650 nm, 90 min; inhibition, % at 9.99 µM; 350,000 compounds, 0.05% hits; Q15084;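 active = mean replicate inhibition above about 25%, with every replicate also reaching it, limit read from the data, passing the limit was not always enough; inconclusive = only one of those two criteria met; inactive = neither criterion met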
Target sequence (Q15084 whole entry, looked up): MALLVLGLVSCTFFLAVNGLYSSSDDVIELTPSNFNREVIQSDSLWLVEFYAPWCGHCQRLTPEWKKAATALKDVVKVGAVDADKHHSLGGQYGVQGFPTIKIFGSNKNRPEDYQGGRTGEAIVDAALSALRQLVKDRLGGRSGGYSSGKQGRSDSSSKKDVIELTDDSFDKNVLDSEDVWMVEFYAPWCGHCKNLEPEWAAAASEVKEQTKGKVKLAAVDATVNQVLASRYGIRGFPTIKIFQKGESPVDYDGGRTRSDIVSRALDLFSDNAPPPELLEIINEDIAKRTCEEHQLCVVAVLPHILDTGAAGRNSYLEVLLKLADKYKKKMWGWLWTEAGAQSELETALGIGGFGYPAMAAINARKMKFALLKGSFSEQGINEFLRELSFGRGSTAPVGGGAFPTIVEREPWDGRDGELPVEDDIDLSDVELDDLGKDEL
ERAP1 inh – ERAP1 (human) enzyme inhibition; recombinant ERAP1, Leu-AMC fluorescence, 60 min; Q9NZ08; inhibition, % at 10.7 µM; AID 652197; 340,000 compounds, 0.15% hits;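 active = mean replicate inhibition of at least 30%, or all replicates individually reaching that 30% level; inactive = mean below 30% and not every replicate reaching it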;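 note: 0% = neutral control wells and 100% = L-leucinethiol positive control wells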
F508del corr – correctors of CFTR F508del function in bronchial epithelial cells; activity (quench increase), % at 7.58 µM; 350,000 compounds, 0.36% hits; CFBE cells, YFP halide quenching; stimulated with forskolin plus potentiator P3; % fluorescence drop versus neutral controls;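 active = mean added fluorescence quench of at least 8% versus neutral control, with both replicates also reaching 8%; inconclusive = only one of the mean or replicate conditions met; inactive = mean below 8% and not both replicates reaching 8%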;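 note: cells transiently co-express mutant CFTR-F508del with the halide-sensitive YFP; corrector assay measuring rescue of mutant channel to the surface after 24 h compound exposure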
SIRT5 inh – inhibitors of human sirtuin-5 desuccinylase. inhibition, % at 15 µM. Purified SirT5, succinyl-peptide AMC, trypsin-coupled fluorescence. AID 652115. 330,000 compounds, 1.1% hits; in the data active = inhibition above about 15%; inconclusive = no clear call, values can overlap the other calls
Target sequence (Q9NXA8 whole entry, looked up): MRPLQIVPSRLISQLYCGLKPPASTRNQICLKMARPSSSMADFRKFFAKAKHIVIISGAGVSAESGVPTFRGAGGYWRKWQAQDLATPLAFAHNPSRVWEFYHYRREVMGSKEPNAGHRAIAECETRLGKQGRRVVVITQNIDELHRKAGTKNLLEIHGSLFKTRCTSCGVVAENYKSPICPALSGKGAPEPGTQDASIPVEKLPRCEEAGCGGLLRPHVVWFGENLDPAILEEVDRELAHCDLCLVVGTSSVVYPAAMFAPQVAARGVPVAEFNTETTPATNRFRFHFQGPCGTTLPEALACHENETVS
DENV2 CPE – inhibitors of DENV2 cytopathic effect; AID 651640; DENV2-infected cells, cytopathic effect rescue, plate reader; CPE inhibition, % at 9.99 µM; 350,000 compounds, 1.7% hits; in the data active = CPE inhibition above about 20%, passing the limit was not always enough; inconclusive = no clear call, values can overlap the other calls; tested in BHK-21 cells;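 note: 0% = median of neutral control wells and 100% = median of positive control wells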
miR-122 sensor – inhibitors of miR-122 in Huh7 cells. 340,000 compounds, 0.3% hits. activation (reporter increase), % at 12.5 µM. Huh7 miR-122 Renilla luciferase sensor, 48 h; neutral wells = 0, positive control = 100. AID 602342;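 active = mean replicate activation score at least 90 and every replicate individually at or above 90; inconclusive = only one of the two criteria met; inactive = neither criterion met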;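 note: higher luciferase means less miR-122 activity so hits act as miR-122 inhibitors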
* = called active by the depositor; ? = inconclusive; / = not tested or not shown; [ ] = dose if it differs, or a comment.

SMILES | CASP6 VEID inh | ERp5 block | ERAP1 inh | F508del corr | SIRT5 inh | DENV2 CPE | miR-122 sensor
CC(=O)Nc1cncc(-c2ccccc2C(C)=O)n1 | 0 | 2 | -2 | 3.2 | / | -6 | -4
CC(C)NC(=O)N(C)C[C@@H]1Oc2ccc(NS(=O)(=O)c3ccc(Cl)cc3)cc2CC(=O)N([C@@H](C)CO)C[C@@H]1C | 1 | 3 | 1 | -0.5 | 1 | ? | -1[16.7 µM]
CCc1[nH]nc2c1C1(C(=O)N(Cc3ccccc3)c3ccccc31)C(C#N)=C(N)O2 (configuration not stated) | 4 | -7 | -3 | / | / | / | 1
CCOC(=O)CCSCC(=O)Nc1nnc(C)s1 | -2 | 2 | 2 | 0.5 | -1 | 7 | -6
O=C(O)c1ccc2c(c1)C(=O)N(c1ccc(OCc3ccccc3)cc1)C2=O | 3 | 2 | -2 | / | -10 | -1 | -3
C[C@H](O)C#Cc1cnc2c(c1)C(=O)N([C@H](C)CO)C[C@@H](C)[C@H](CN(C)CC1CCCC1)O2 | -4 | 2 | -10 | 2.0 | 2 | 11 | 4[16.7 µM]
O=C1c2ccccc2C(=O)C12OC2c1ccc(Cl)cc1Cl (configuration not stated) | 3 | -16 | -1 | 7.7 | -3 | 0 | /
CCOc1ccc(NC(=O)CN(C)C(=O)c2ccc(OCC(=O)N3CCOCC3)c(OC)c2)cc1OCC | -5 | 6 | -1 | -0.9 | -20 | 12 | /
CN(C)CC(=O)N[C@H]1CC[C@H](CCn2cc(C3CCCCC3)nn2)O[C@H]1CO | -2 | 3 | 1 | -0.6 | 0 | 41* | 7[16.7 µM]
C[C@@H]1CN([C@H](C)CO)C(=O)c2cccc(NC(=O)Nc3cccc4ccccc34)c2O[C@H]1CN(C)S(=O)(=O)c1ccccc1 | 3 | 0 | 2 | -0.1 | 4 | -9 | 1[16.7 µM]
Cc1cc(NCc2ccccn2)ccc1Br | 3 | 1 | 0 | -3.1 | 10 | -2 | 5
COC(=O)c1ccc(CSc2nncn2N)cc1 | 2 | 2 | -2 | -1.1 | -2 | 9 | -1
O=C(C[C@@H]1C=C[C@@H](NC(=O)Nc2ccc3c(c2)OCO3)[C@@H](CO)O1)NCc1ccc(Cl)cc1 | -1 | 6 | 5 | 0.3 | 0 | 0 | /
CN(Cc1cnn(C)c1)C(=O)CC1C(=O)NCCN1Cc1cccc(Oc2ccccc2)c1 (configuration not stated) | -1 | 6 | -5 | 1.8 | -5 | 0 | -2
CCCCn1c(CCNC(=O)CCC)nc2ccccc21 | -1 | 1 | 8 | -1.0 | -2 | 5 | /
Nc1cccnc1Sc1ccccc1 | 29 | 5 | / | -2.4 | -1 | ? | 3
CCc1cc(=O)n2[nH]c(-c3ccccc3)c(-c3ccccc3)c2n1 | 3 | 0 | 0 | -1.2 | -3 | -3 | 3
CCc1nc2c(OCc3ccc(Cl)cc3)cccn2c1N(C=O)Cc1ccc(OC)cc1 | 1 | 2 | 0 | 5.7 | -1 | ? | 6
COc1ccc(NC(=O)C2CCCN2C(=O)NC2CCCCC2)cc1 (configuration not stated) | 0 | -2 | 5 | -0.5 | -7 | 7 | -1
COc1ccc(C)cc1NC(=O)c1ccc(NS(=O)(=O)c2cccs2)cc1 | 3 | 3 | -4 | 0.9 | -1 | 0 | 7
NCCCC(=O)N1c2ccccc2Sc2ccc(Cl)cc21 | -6 | 2 | 5 | -3.2 | 12 | -2 | /
CCOC(=O)c1ccc2nc(NC(=O)C(C)C)sc2c1 | -1 | 0 | 1 | 1.5 | 0 | -4 | -8
N#Cc1c2n(c(=S)n(-c3ccccc3)c1=O)CCCCC2 | -2 | -1 | 0 | 0.6 | 1 | 4 | 1
O=C(C[C@H]1C=C[C@@H](NC(=O)Nc2ccc(F)cc2)[C@H](CO)O1)NCc1cccc(F)c1 | -1 | / | -1 | 4.4 | 0 | -3 | /
NC(=O)c1ccccc1OCCOc1ccc(Br)cc1 | -2 | 2 | 3 | -0.7 | -8 | -10 | 1
O=C(Cc1ccncc1)Nc1ccc2c(c1)[C@@H]1C[C@H](CC(=O)NC3CCCCC3)O[C@H](CO)[C@@H]1O2 | 0 | -2 | -2 | 2.8 | 1 | -2 | 13[16.7 µM]
O=C(CSc1nc2ccccc2c(=O)[nH]1)c1ccccc1 | / | -6 | 0 | 1.9 | 2 | 7 | /
COc1ccccc1C#Cc1ccc([C@@H]2[C@@H](CO)N3CCCCN(C(=O)C4CCC4)C[C@H]23)cc1 | 2 | 1 | 0 | 1.3 | 2 | -22 | -4[16.7 µM]
CCC(=O)Nc1ccc(C2=Nn3c(nnc3C(C)C)SC2)cc1 | -3 | 3 | -2 | 3.5 | -6 | -4 | 2
O=C(CCS(=O)(=O)c1ccccc1)N(CCCN1CCOCC1)c1nc2c(F)cccc2s1 | -1 | -2 | -1 | -2.4 | -4 | -6 | -25
CC(=O)N1c2ccc(S(=O)(=O)N3CCC(C(=O)NCc4ccc(C)cc4)CC3)cc2CC1C (configuration not stated) | 4 | 0 | -4 | 4.4 | -2 | 0 | -3
C[C@@H]1CCCCO[C@H](CN(C)C(=O)C2CCCCC2)[C@@H](C)CN([C@H](C)CO)C(=O)c2cc(NC(=O)Nc3ccc(F)cc3)ccc2O1 | 1 | -3 | 4 | -0.7 | 3 | 2 | 0[16.7 µM]
NC(=O)c1ccccc1NC(=O)CN1CCN(Cc2ccccc2)CC1 | 1 | 5 | 3 | -1.7 | 1 | 3 | -4
CCOC(=O)C1CCN(C(=O)COC(=O)c2cc([N+](=O)[O-])ccc2N2CCOCC2)CC1 | -93 | -1 | 7 | 1.3 | 2 | 11 | -2
CSc1ncc(C(=O)Nc2ccccc2C)c(C)n1 | -2 | 1 | -1 | -0.5 | -4 | 12 | -1
O=C(NC1CC1)C1CC(=O)N(c2cccc(Cl)c2Cl)C1 (configuration not stated) | 1 | -7 | -1 | -0.6 | 0 | 1 | -16

An excerpt from above in order of their number in F508del corr, high to low.
canonical_smiles,F508del corr
O=C(Cc1ccncc1)Nc1ccc2c(c1)[C@@H]1C[C@H](CC(=O)NC3CCCCC3)O[C@H](CO)[C@@H]1O2,2.8
O=C(C[C@@H]1C=C[C@@H](NC(=O)Nc2ccc3c(c2)OCO3)[C@@H](CO)O1)NCc1ccc(Cl)cc1,0.3
COc1ccc(NC(=O)C2CCCN2C(=O)NC2CCCCC2)cc1 (configuration not stated),-0.5
CCOc1ccc(NC(=O)CN(C)C(=O)c2ccc(OCC(=O)N3CCOCC3)c(OC)c2)cc1OCC,-0.9
Nc1cccnc1Sc1ccccc1,-2.4

The list continues:
SMILES | CASP6 VEID inh | ERp5 block | ERAP1 inh | F508del corr | SIRT5 inh | DENV2 CPE | miR-122 sensor
Cc1ccc2oc(-c3cccc(N)c3)nc2c1 | 0 | 0 | 0 | -4.5 | -18 | / | -3
CN(C(=O)c1ccccc1C(=O)OCC(=O)NC(=O)NC(C)(C)C)C1CCCCC1 | 1 | 3 | 0 | -1.0 | 0 | 7 | 1
C[C@H](O)C#Cc1cnc2c(c1)C(=O)N([C@@H](C)CO)C[C@H](C)[C@H](CN(C)C(=O)c1ccncc1)O2 | 1 | 2 | -3 | -0.3 | -4 | 6 | 0[16.7 µM]
O=S(=O)(Cc1ccccc1)Cc1cnc(Cl)s1 | -9 | 3 | 1 | -0.1 | 1 | 2 | 19
C/C(=N/NC(=S)Nc1cccc(C)c1)c1cccc([N+](=O)[O-])c1 | 0 | 6 | 2 | 3.5 | -7 | / | /
COc1ccc(C(=O)n2c(N)nc3ccccc32)cc1OC | -3 | 3 | -1 | 1.4 | -2 | 15 | /
Cc1cccc(N2CCN(C(=O)/C=C/c3cccs3)CC2C)c1 (configuration not stated) | 2 | -5 | -6 | 0.1 | 3 | 12 | /
CCOC(=O)C1CCCN(c2c(NCC3CCCO3)c(=O)c2=O)C1 (configuration not stated) | 0 | 6 | 0 | -2.8 | -3 | 3 | -2
O=C(OCC(=O)N1CCCC1)c1c[nH]c2ccccc12 | 1 | 5 | 0 | 3.3 | 4 | 1 | -5
Cc1ccc(OCC(=O)N2CCN(c3ccc([N+](=O)[O-])c(N4CCOCC4)c3)CC2)cc1 | 2 | 2 | 7 | 0.8 | -3 | 12 | -4
COc1ccc(N2CC(C(=O)NCCC3=CCCCC3)CC2=O)c(OC)c1 (configuration not stated) | 2 | 6 | -2 | 0.4 | -2 | -6 | 11
COC(=O)C1=C(C(=O)OC)C2CCCC1C1N=NN(c3ccccc3)C21 (configuration not stated) | -2 | 10 | 0 | -3.0 | 0 | 0 | /
Cc1noc(C)c1CSCC(=O)N(C)CC(=O)Nc1ccc(F)c(F)c1F | -1 | 0 | -2 | -1.4 | 0 | 2 | -4
Cc1ccc(Cc2nnc(SCC(=O)Nc3ccccc3)[nH]c2=O)cc1 | 0 | 5 | -1 | -1.9 | -5 | 8 | 3
O=C(C[C@@H]1CC[C@H]2[C@@H](COC[C@@H](O)CN2S(=O)(=O)c2cccc(F)c2)O1)NCc1ccncn1 | 3 | -2 | 1 | 0.4 | 14 | -4 | 1[16.7 µM]
CC(=O)NCCNC(=O)C1CCCCN1S(=O)(=O)c1ccccc1 (configuration not stated) | 1 | 10 | -3 | 1.6 | 5 | 3 | /
Cc1ccc(N(C)S(=O)(=O)c2cccc(C(=O)Nc3ccc(N4CCOCC4)cc3)c2)cc1 | 3 | 4 | 2 | 0.7 | 9 | 9 | /
CC(C)(C)Cc1c(-c2ccccc2)nc2ccc(Br)cn12 | -5 | -1 | / | 4.3 | 1 | 1 | 1
Cc1ccc(Sc2ccc(CO)cc2[N+](=O)[O-])cc1 | -1 | -1 | 2 | -1.5 | 3 | 4 | /
COc1ccc(NC(=O)CC(=O)Nc2ccc(OC)cc2)cc1 | 5 | 2 | -3 | 3.3 | -2 | ? | /
CC(=O)N(C)c1ccc(NC(=O)Cc2cccs2)cc1 | 38* | -5 | 11 | -0.8 | -2 | 2 | 6
O=C1CC(c2cccc(F)c2)SC(N(c2ccccc2)c2ccccc2)=N1 (configuration not stated) | 0 | 3 | 2 | -2.1 | -1 | 3 | /
C#CCOc1ccc(/C=C2/C(=O)N(c3ccc(S(N)(=O)=O)cc3)N=C2C)cc1OC | 39* | -3 | 12 | 4.0 | -1 | 0 | 0
O=C(C1CCC1)N1CC2(C1)[C@H](c1ccccc1)[C@H](CO)N2Cc1cccnc1 | -3 | -1 | 6 | -0.2 | -1 | 2 | /
CS(=O)(=O)N1CCN(C(=O)COc2ccccc2)CC1 | -1 | -5 | 0 | -2.1 | -2 | -1 | /
CC(C)c1cn(CC[C@@H]2CC[C@@H](NC(=O)C3CCCC3)[C@@H](CO)O2)nn1 | 22 | -2 | 1 | 4.3 | -1 | -5 | 5[16.7 µM]
Cc1ccc(N=c2c([N+](=O)[O-])nn(-c3ccc(Cl)cc3)n2O)cc1C | 0 | 1 | 0 | 1.1 | -3 | 6 | -4
O=C(C[C@H]1C[C@@H]2c3cc(NS(=O)(=O)c4ccc(F)cc4)ccc3O[C@@H]2[C@H](CO)O1)NCCN1CCCCC1 | 2 | 2 | 1 | 0.7 | 7 | 14 | 1[16.7 µM]
Cc1[nH]c(C(=O)O)c(C)c1C(=O)OC(C)C | -2 | -6 | -6 | / | -1 | / | -11
COCCCNC(=O)CSc1nc2sc(C(=O)OC)c(C)c2c(=O)n1N | -4 | 1 | 11 | 0.0 | -2 | -5 | /
CN(CC(=O)Nc1ccccc1Cl)C(=O)Cn1cnc2ccccc2c1=O | 2 | 0 | 15 | 2.7 | -3 | -18 | -4
COc1ccc(C(C)(C)C)cc1NC(=O)Cn1cnnn1 | -3 | 5 | 1 | 0.4 | -6 | / | /
N#C/C(=C\c1ccc[nH]1)C(=O)N1CCCCC1 | 0 | 4 | 7 | -0.4 | 2 | 0 | 6

DENV2 CPE, entries above that show a hit
SMILES | CASP6 VEID inh | ERp5 block | ERAP1 inh | F508del corr | SIRT5 inh | DENV2 CPE | miR-122 sensor
CN(C)CC(=O)N[C@H]1CC[C@H](CCn2cc(C3CCCCC3)nn2)O[C@H]1CO | -2 | 3 | 1 | -0.6 | 0 | 41* | 7[16.7 µM]

From PubChem BioAssay

Hits appear at their usual frequency (roughly 4% active in at least one column).
